EWS-Fli block = blocks EWS/Fli oncoprotein-driven transcription; inhibition, % at 12.6 µM; A673 NR0B1-luciferase reporter, viability-normalised; 350,000 compounds, 0.67% hits;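 active = mean inhibition of at least 50% after viability correction, with every replicate also passing that limit; inconclusive = mean reaches 50% but only one of two replicates passes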;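 note: firefly luciferase signal divided by Alamar Blue viability fluorescence both relative to DMSO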
GSIS activator = GLuc luminescence reporter in INS-1E cells, primary screen for activators of glucose-dependent secretion of insulin | INS-1E GLuc reporter insulin secretion, 2-3 h | 370,000 compounds, 0.61% hits | activation, % at 16.6 µM;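 active = lowest replicate activation of at least 40%, so every replicate reaches that level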;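 note: 0% = median of neutral control wells and 100% = median of IBMX positive control wells; some compounds called inactive have numbers as strong as hits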
miR-122 sensor = blocks miR-122 activity in Huh7 sensor cells; 340,000 compounds, 0.3% hits; activation (reporter increase), % at 12.5 µM; AID 602342; Huh7 miR-122 Renilla luciferase sensor, 48 h; neutral wells = 0, positive control = 100;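 active = mean replicate activation score at least 90 and every replicate individually at or above 90; inconclusive = only one of the two criteria met; inactive = neither criterion met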;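 note: higher luciferase means less miR-122 activity so hits act as miR-122 inhibitors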
DENV2 CPE rescue = DENV2-induced cell death inhibition. DENV2-infected cells, cytopathic effect rescue, plate reader. CPE inhibition, % at 9.99 µM. 350,000 compounds, 1.7% hits. AID 651640; in the data active = CPE inhibition above about 20%, passing the limit was not always enough; inconclusive = no clear call, values can overlap the other calls; tested in BHK-21 cells;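 note: 0% = median of neutral control wells and 100% = median of positive control wells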
FN deposit inh = fibronectin deposition inhibition; AH1F fibroblasts, Alexa488-fibronectin deposition fluorescence, overnight; inhibition, % at 12.6 µM; 350,000 compounds, 0.086% hits; AID 743247;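 active = mean inhibition across replicates of 30% or more, regardless of how many single replicates reach that level; inconclusive = mean under 30% yet at least half of replicates reach 30%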;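 note: positive control wells lacked labelled fibronectin entirely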
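Assay system: AH1F fibroblasts / Quantity: 10000 cells per well / Medium: DMEM plus 2% serum, read in PBS / Reagent: labelled fibronectin 24 nM / Dosing: single dose, pinned / Times: 1 h cell attachment, overnight exposure to compound and label / Signal: fluorescence, ex 485 nm, em 525 nm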
CFTR F508del cor = correctors of CFTR F508del function in bronchial epithelial cells; CFBE cells, YFP halide quenching; stimulated with forskolin plus potentiator P3; % fluorescence drop versus neutral controls; activity (quench increase), % at 7.58 µM; AID 720511; 350,000 compounds, 0.36% hits;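 active = mean added fluorescence quench of at least 8% versus neutral control, with both replicates also reaching 8%; inconclusive = only one of the mean or replicate conditions met; inactive = mean below 8% and not both replicates reaching 8%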;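 note: cells transiently co-express mutant CFTR-F508del with the halide-sensitive YFP; corrector assay measuring rescue of mutant channel to the surface after 24 h compound exposure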
PAX8 inh HTS = PAX8 transcriptional activity inhibition; RMG-I TPO-luciferase reporter, SteadyGlo, 24 h; inhibition, % at 12.6 µM; 360,000 compounds, 1.2% hits;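 active = mean replicate inhibition at least 60% with every replicate also reaching 60%; inconclusive = only one of the two criteria is met; inactive = mean below 60% and not all replicates reaching 60%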;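 note: luciferase light reporting Pax8 driven TPO promoter activity; plate controls were median of neutral control wells for no effect and mitoxantrone controls for full effect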
Starred values were filed as active, the others as inactive; ? = inconclusive; nt = no result given; [ ] = dose if it differs, or a comment. Compounds as they come, and some 3.9% of all compounds hit somewhere here.

SMILES | EWS-Fli block | GSIS activator | miR-122 sensor | DENV2 CPE rescue | FN deposit inh | CFTR F508del cor | PAX8 inh HTS
CCc1ccccc1OCC(=O)Nc1ccc(F)c(S(=O)(=O)N2CCOCC2)c1 | -0.8 | -12.9 | nt | ? | -3.2 | -2.6 | -0.4
COCC#Cc1cnc2c(c1)C(=O)N([C@@H](C)CO)C[C@@H](C)[C@@H](CN(C)C(=O)Nc1ccccc1F)O2 | -17.2 | 11.4 | -2.9[16.7 µM] | -0.1 | -9.1 | -0.3 | nt
Cc1cccc(NS(=O)(=O)c2cc([N+](=O)[O-])ccc2C)n1 | 0.7 | 2.2 | 88.9 | 3.7 | -0.3 | -0.5 | 5.8
O=C1CNC[C@H]2[C@@H](c3ccc(-c4ccccc4F)cc3)[C@@H](CO)N12 | -22.4 | -3.9 | nt | -4.2 | 10.6 | -0.8 | nt
O=C(COc1ccccc1)Nc1cccc(-c2nc3ccccc3[nH]2)c1 | nt | 4.7 | -3.0 | nt | 5.4 | nt | -24.2
O=C(C[C@@H]1C=C[C@@H](NC(=O)Nc2ccccc2)[C@H](CO)O1)NCc1ccccn1 | -3.0 | 10.3 | 3.0[16.7 µM] | 4.1 | nt | -0.5 | -2.8
C[C@@H]1CN([C@@H](C)CO)C(=O)c2cc(NS(=O)(=O)c3cccs3)ccc2O[C@@H](C)CCCCO[C@H]1CN(C)S(=O)(=O)c1ccccc1 | -7.3 | 12.7 | 0.9[16.7 µM] | 2.3 | -1.7 | 0.4 | -9.3
Cc1ccc2[nH]c(C(=O)NN=C3CCCCC3)c(-c3ccccc3)c2c1 | 1.2 | 1.0 | nt | -1.0 | 4.3 | -0.1 | 5.8
COc1ccc(CN(C)C[C@@H]2Oc3c(NC(=O)C4CCOCC4)cccc3C(=O)N([C@H](C)CO)C[C@H]2C)cc1 | 1.1 | 21.6 | 7.6[16.7 µM] | -2.7 | nt | -1.0 | -4.8
Cc1ccc(-c2nnc(-c3cccnc3)o2)cc1 | -59.9 | -7.7 | -3.8 | -3.2 | -0.1 | 1.0 | -153.5
CN(C)C(=O)c1ccc(-c2ccc([C@H]3[C@@H](C#N)N(C(=O)Nc4ccccc4F)[C@H]3CO)cc2)cc1 | -6.0 | -4.1 | nt | -13.1 | 1.1 | -0.4 | -1.0
CCN(CC)c1cccc(OCC(=O)N2c3ccccc3CC2C)c1 (stereo not drawn) | -11.2 | -33.4 | 0.1 | 0.5 | 14.4 | 2.6 | -17.3
C[C@@H]1CN([C@H](C)CO)C(=O)c2cc(NS(=O)(=O)c3cn(C)cn3)ccc2O[C@@H]1CN(C)S(=O)(=O)c1ccc(F)cc1 | 1.5 | 6.0 | 1.9[16.7 µM] | 4.0 | -0.2 | 0.4 | nt
CCOc1ccc(CN2CCN(C(=O)c3ccccc3)CC2)cc1 | nt | nt | -6.7 | nt | 3.2 | nt | 0.2
O=C(c1cc(-c2ccc(Br)cc2)nc2ccccc12)N1CCN(c2ccccc2O)CC1 | -19.0 | 0.0 | nt | 0.7 | -1.7 | 0.9 | nt
Cc1ccc(C)c(CNS(=O)(=O)c2ccc3c(c2)C(C)(C)C(=O)N3C)c1 | 6.5 | 23.1 | 16.7 | -7.2 | -1.4 | -0.3 | 17.5
Nc1[nH]c(C(=O)c2ccccc2)c(-c2ccccc2)c1C(=O)NCCc1c[nH]c2ccccc12 | -15.6 | 5.3 | nt | 0.6 | 4.4 | -1.5 | 2.3
CCCNC(=O)N1C[C@@H](O)COC[C@H]2O[C@H](CC(=O)NCc3ccc(Cl)c(Cl)c3)CC[C@@H]21 | -3.4 | 4.5 | 0.1[16.7 µM] | ? | -1.1 | -3.3 | 6.6
Cc1cc(=O)n(Cc2ccccc2)c(O)c1C#N | -26.6 | -14.6 | -2.4 | -0.9 | -1.7 | 3.0 | -54.9
CC1(C(=O)NCc2ccccc2)Cc2c(-c3ccccc3)ccnc2O1 (stereo not drawn) | 58.7* | -12.9 | 9.4 | 14.1 | -1.0 | 1.8 | 24.7
CCOc1ccc(NCCC#N)cc1 | nt | nt | -1.9 | nt | -4.6 | nt | 12.1
CCOC(=O)c1sc(NC(=O)CSc2n[nH]c(-c3ccncc3)n2)c(C#N)c1C | nt | nt | -2.5 | nt | -1.0 | nt | 1.6
CCNS(=O)(=O)c1ccc2c(c1)NCC2 | nt | 17.4 | nt | nt | 2.4 | nt | -5.7
COc1ccc(S(=O)(=O)Cc2ccc(C(=O)NCc3ccco3)o2)cc1 | 2.2 | -4.2 | -3.1 | -4.3 | -4.8 | -2.7 | -17.5
COCC#Cc1ccc([C@@H]2[C@@H](CO)N3CCCCN(C(=O)NC4CCCC4)C[C@H]23)cc1 | -2.1 | 4.9 | -5.7[16.7 µM] | 2.5 | -4.1 | -0.8 | -6.7
Cc1cccc(NC(=O)CCC(=O)N2CCOCC2)n1 | -7.8 | 5.3 | -6.7 | -6.6 | 6.9 | 0.5 | -11.0
COc1ccc(CNC(=O)CCSCc2ccc(C)cc2)cc1 | 2.2 | 2.7 | 2.4 | -1.4 | 0.7 | -1.3 | 13.0
COc1ccc(N(C)C(=O)c2cc3c(s2)-c2ccccc2OC3)c(OC)c1 | 9.4 | -29.0 | -6.3 | -3.9 | -12.9 | -1.6 | -4.6
COC(=O)C1(CC2CC(c3ccncc3)=NO2)CCN(C(=O)OC(C)(C)C)CC1 (stereo not drawn) | 12.9 | -28.3 | -1.1 | 37.2* | 10.7 | -1.3 | -9.9
Cc1cc(C)c(S(=O)(=O)N2CCCC(C(=O)N3CCOCC3)C2)c(C)c1 (stereo not drawn) | nt | 2.2 | nt | -9.1 | 3.9 | -3.0 | 10.4
Cc1cc(C(=O)NC2CCCc3c2cnn3-c2ccc(C)c(C)c2)no1 (stereo not drawn) | -4.0 | -27.9 | nt | 8.2 | -18.1 | -0.3 | 1.1
COc1ccc(S(=O)(=O)N=N/C=C2\C=CC=CN2O)cc1OC | -0.3 | nt | nt | 0.4 | -8.2 | 0.6 | 2.5
CNC(=S)N/N=C/c1c(Cl)cccc1Cl | 20.4 | -2.3 | -4.5 | -6.0 | nt | -2.9 | -11.7
Cc1cc(C)n2nc(C(=O)NNC(=O)c3ccc(Cl)cc3)nc2n1 | -31.7 | 35.4 | 5.4 | 1.7 | -5.9 | 0.7 | -37.6
COc1cccc(C(C(=O)NCC2CCCO2)N(C(=O)Cn2nnc3ccccc32)c2ccc(NC(C)=O)cc2)c1OC (stereo not drawn) | -4.4 | 1.9 | 1.5 | -2.4 | 3.6 | 1.5 | 2.0
CC1=[N+](CC(=O)c2ccccc2)CCn2cccc21 | -76.2 | 2.3 | -3.7 | -2.5 | -0.6 | 0.0 | -64.1
CO[C@@H](CN(C)Cc1cc(F)ccc1F)[C@@H](C)CN(C(=O)Nc1ccc(C(F)(F)F)cc1)[C@H](C)CO | -5.0 | -26.1 | nt | -5.5 | 8.8 | 1.2 | nt
Cc1ccccc1-n1c(Cn2c(=O)sc3ccccc32)nnc1SCC(=O)N1CCOCC1 | -11.5 | -2.0 | 2.1 | 5.8 | -25.3 | -0.2 | -16.0
Cc1ccc(S(=O)(=O)N(C)C[C@H]2Oc3cc(C4=CCCC4)ccc3S(=O)(=O)N([C@H](C)CO)C[C@H]2C)cc1 | 11.3 | 5.2 | 30.8[16.7 µM] | nt | nt | -2.3 | 41.3
CC(=O)c1c(C)oc2ccc(O)c(CN3CCOCC3)c12 | nt | 21.2 | 0.9 | nt | nt | nt | -3.1
CC(=O)O[C@@H]1[C@H]2[C@@H](C[C@@H](C)[C@@H]3CCC(=O)[C@@]13C)OC(=O)[C@@H]2C | -7.9 | 38.7 | -6.5 | 5.3 | -3.6 | -0.6 | -1.0
O=C(NCCCn1ccnc1)c1cc(-c2ccncc2)nc2ccccc12 | -1.2 | 10.1 | 2.8 | -6.8 | -5.7 | 1.4 | 1.4
COc1ccc(NC(c2ccccc2)c2ccncc2)cc1 (stereo not drawn) | 1.4 | -1.3 | nt | 4.1 | -0.7 | 0.2 | -22.6
Cc1c(NC(=O)c2ccc(N3C(=O)C4C5C=CC(C5)C4C3=O)cc2)c(=O)n(-c2ccccc2)n1C (stereo not drawn) | nt | 17.5 | -2.9 | nt | 1.2 | nt | nt
O=C(C[C@H]1CC[C@@H](NC(=O)C2CCOCC2)[C@H](CO)O1)NCC1CC1 | -3.3 | 25.9 | nt | -4.0 | nt | 1.8 | nt

Grouped by structure, the entries above containing an aryl thioether with sulfur outside any ring.
SMILES | EWS-Fli block | GSIS activator | miR-122 sensor | DENV2 CPE rescue | FN deposit inh | CFTR F508del cor | PAX8 inh HTS
CCOC(=O)c1sc(NC(=O)CSc2n[nH]c(-c3ccncc3)n2)c(C#N)c1C | nt | nt | -2.5 | nt | -1.0 | nt | 1.6
Cc1ccccc1-n1c(Cn2c(=O)sc3ccccc32)nnc1SCC(=O)N1CCOCC1 | -11.5 | -2.0 | 2.1 | 5.8 | -25.3 | -0.2 | -16.0

New compounds follow.
SMILES | EWS-Fli block | GSIS activator | miR-122 sensor | DENV2 CPE rescue | FN deposit inh | CFTR F508del cor | PAX8 inh HTS
Cc1ccc2c(c1)N(C(=O)CCC(=O)NCCN1CCOCC1)CCO2 | -2.5 | -0.6 | -4.6 | 1.9 | -9.7 | 3.6 | 9.4
COC(=O)n1c(=O)oc2cc(S(=O)(=O)N3CCOCC3)ccc21 | nt | nt | -12.6 | nt | 2.9 | nt | -10.5
O=C(COC(=O)CCc1c[nH]c2ccccc12)Nc1ccccc1 | -0.1 | 2.7 | -2.5 | 4.1 | 4.7 | -4.7 | -2.5
CCOC(CCc1c(C)nc(NC(C)=O)[nH]c1=O)OCC | 1.5 | -0.7 | nt | 15.7 | -13.2 | 0.9 | 9.4
Cc1noc(NS(=O)(=O)c2ccc(NC(=O)C(C)(C)C)cc2)c1C | 3.0 | 22.5 | -4.5 | -3.6 | 2.5 | -0.7 | 15.0
CCn1c(SCC#N)nc2cc(S(=O)(=O)N3CCOCC3)ccc21 | nt | 0.6 | -0.7 | 17.2 | -10.7 | 0.3 | -25.6
COc1cccc(NC(=O)C[C@H]2CC[C@H]3[C@@H](COc4ccc(NC(=O)c5ccccc5F)cc4C(=O)N3C)O2)c1 | 2.2 | 7.4 | nt | -3.7 | nt | 1.7 | nt
O=C(Nc1cccc(O)c1)C1CC(c2c(F)cccc2Cl)=NO1 (stereo not drawn) | -0.9 | -6.1 | -3.5 | 0.1 | 0.4 | 1.0 | 2.3
CC1(C(=O)NC(=S)NNC(=O)c2ccncc2)CCCCC1 | nt | -14.4 | 2.8 | nt | -7.0 | nt | 19.4
CCN(C1CCCCC1)S(=O)(=O)c1ccc(-n2cnnn2)c(C)c1 | -1.6 | -12.3 | 9.7 | -3.7 | 2.5 | 0.9 | 7.0
O=C(NCC(F)(F)F)C1C(=O)Nc2ccccc2C(=O)N1C1CCCC1 (stereo not drawn) | 0.5 | 13.0 | nt | -21.1 | nt | 1.8 | 6.4
O=C(CCN1C(=O)/C(=C/c2cccs2)SC1=S)Nc1ccccc1O | 22.5 | 2.3 | -2.9 | -1.2 | 0.7 | 2.3 | -1.0
CCc1ccc(N2CC(C(=O)OCc3nc4ccsc4c(=O)[nH]3)CC2=O)cc1 (stereo not drawn) | 1.6 | nt | -3.0 | 7.0 | 0.5 | 0.3 | -8.0
CCOC(=O)N1CCN(C(=O)CSCc2ccccc2Cl)CC1 | -18.7 | 23.1 | -5.6 | 2.0 | -7.7 | nt | -37.9
CO[C@@H]1CN(C)C(=O)c2ccc(NC(=O)Nc3ccccc3F)cc2OC[C@H](C)N(CC2CC2)C[C@@H]1C | 0.2 | 7.0 | nt | 5.2 | -1.5 | 1.9 | -9.7
Cn1c(=O)c2c(nc(SCCCO)n2Cc2ccccc2Cl)n(C)c1=O | nt | nt | -1.1 | nt | -11.6 | nt | -7.4
